Screening data as filed in PubChem BioAssay.
hcDAF-12 act: H. contortus DAF-12 activation, primary screen. HEK293 hcDAF-12 lit1-tk-luc reporter, luminescence; 0% DMSO, 100% Δ7-dafachronic acid. activation, % at 6.8 µM. actives 1.4% (n = 370,000);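 active = activation above the mean of all tested compounds plus 3 SD, cut at about 5.5% in these data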;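 also: 100% = response to 3 µM Δ7-dafachronic acid high control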
ADAM10 inh: inhibitors of human ADAM10; inhibition, % at 7 µM; recombinant ADAM10, EDANS/DABCYL FRET peptide cleavage, 3 h; AID 720582; O14672; actives 0.62% (n = 370,000);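 active = inhibition above a per-campaign cutoff equal to the mean of compounds falling between control-based bounds plus 3 SD, cut at about 20% in these data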;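 also: 0% = DMSO wells while the 100% control is not disclosed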
PG9 Ab binder: PG9 antibody binding by small molecule; TR-FRET gp120-PG9 antibody binding; inhibition, % at 6.7 µM; actives 0.43% (n = 360,000); AID 624416; in the data active = inhibition above about 8.5%
DAX1 inh-1: DAX1 (NR0B1) inhibition, primary screen; HEK293T StAR-luciferase reporter, SF-1/DAX-1 repression relief; inhibition, % at 6.8 µM; actives 1.1% (n = 370,000); AID 652010;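 active = inhibition above the mean over all tested compounds plus 3 SD, cut at about 3.6% in these data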;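 also: 0% = DAX-1 cells with DMSO and 100% = cells lacking DAX-1 with DMSO; higher inhibition means more luminescence from relief of DAX-1 repression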
GAA850 FXN act: activators of GAA850 frataxin (FXN) promoter. AID 540364. actives 0.56% (n = 360,000). activation, % at 6 µM. HEK293 lucGAA850 FXN promoter luciferase reporter, 24 h; percent of 10 µM SAHA response;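 active = activation above the average of all compounds screened plus 3 SD, cutoff fixed separately per campaign, cut at about 7.5% in these data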;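 also: 0% = DMSO wells and 100% = 10 µM SAHA wells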
hgDAF-12 ag: agonists of H. glycines DAF-12 nuclear receptor; HEK293 GAL4-hgDAF12 UAS-luciferase reporter, agonist luminescence; normalized to butyrate control; activation, % at 6.8 µM; actives 1.8% (n = 370,000); AID 687014;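 active = activation above a cutoff set at the mean of all screened compounds plus 3 SD, cut at about 10% in these data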;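 also: 0% = DMSO wells and 100% = sodium butyrate wells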
ADAM17 inh: ADAM17 inhibition, QFRET primary screen | inhibition, % at 6.95 µM | actives 0.83% (n = 370,000) | AID 720648 | recombinant ADAM17, EDANS/DABCYL FRET peptide cleavage | P78536;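 active = inhibition above the mean of compounds lying between control limits plus 3 SD, set per campaign, cut at about 8.5% in these data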;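 also: 0% = DMSO-only wells as the low control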
Target sequence (P78536 215-824 limits assumed): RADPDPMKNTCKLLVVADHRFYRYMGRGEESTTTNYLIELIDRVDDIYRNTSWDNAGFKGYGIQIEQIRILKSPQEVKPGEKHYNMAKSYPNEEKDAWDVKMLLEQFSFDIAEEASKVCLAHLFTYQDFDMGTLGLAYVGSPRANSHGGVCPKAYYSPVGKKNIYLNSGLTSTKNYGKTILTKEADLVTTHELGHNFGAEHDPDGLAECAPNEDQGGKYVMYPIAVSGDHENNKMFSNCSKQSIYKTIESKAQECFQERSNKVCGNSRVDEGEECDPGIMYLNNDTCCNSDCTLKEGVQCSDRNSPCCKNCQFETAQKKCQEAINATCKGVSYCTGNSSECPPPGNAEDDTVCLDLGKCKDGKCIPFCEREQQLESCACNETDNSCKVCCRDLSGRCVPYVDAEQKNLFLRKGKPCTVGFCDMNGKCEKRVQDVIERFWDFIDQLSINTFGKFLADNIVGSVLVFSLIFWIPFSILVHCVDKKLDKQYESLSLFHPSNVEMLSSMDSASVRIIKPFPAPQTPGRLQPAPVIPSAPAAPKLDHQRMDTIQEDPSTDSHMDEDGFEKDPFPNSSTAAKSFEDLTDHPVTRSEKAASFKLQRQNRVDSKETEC
NPR1 activator: GC-A (human) enzyme activation | P16066 | HEK293 GC-A cells, cGMP TR-FRET, EC30 ANP; 0% at EC30 ANP, 100% saturating ANP | activation, % at 10 µM | actives 0.14% (n = 370,000); in the data active = activation above about 40%
SMARCA2 act: activators of SMARCA2 function; MG213 cells, MMTV-luciferase reporter, dexamethasone, overnight; activation, % at 9.1 µM; actives 1% (n = 370,000); AID 652017; in the data active = activation above about 7.8%;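 also: 0% = vehicle wells and 100% = reference activator wells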
ssDAF12 agonist: S. stercoralis DAF-12 activation, primary screen; HEK293 ssDAF-12/GRIP1 lit1-tk-luc reporter, luminescence; % of 3 µM dafachronic acid response; actives 1% (n = 370,000); AID 652126; activation, % at 6.8 µM;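 active = activation above the mean over all tested compounds plus 3 SD, cut at about 0.9% in these data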;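 also: 0% = DMSO-only wells and 100% = 3 µM delta7-dafachronic acid wells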
DAX1 inh-2: inhibits human nuclear receptor DAX1; actives 0.99% (n = 340,000); AID 504766; HEK293 Gal4-DAX1 luciferase reporter, luminescence; inhibition, % at 6.75 µM;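 active = inhibition above the mean over all tested compounds plus 3 SD, cut at about 4.2% in these data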;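 also: 0% = DAX1-transfected cells with DMSO and 100% = empty-vector control cells with DMSO; inhibition shows as a rise in luminescence from relieved DAX1 repression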
Target sequence (P51843 207-470 limits assumed): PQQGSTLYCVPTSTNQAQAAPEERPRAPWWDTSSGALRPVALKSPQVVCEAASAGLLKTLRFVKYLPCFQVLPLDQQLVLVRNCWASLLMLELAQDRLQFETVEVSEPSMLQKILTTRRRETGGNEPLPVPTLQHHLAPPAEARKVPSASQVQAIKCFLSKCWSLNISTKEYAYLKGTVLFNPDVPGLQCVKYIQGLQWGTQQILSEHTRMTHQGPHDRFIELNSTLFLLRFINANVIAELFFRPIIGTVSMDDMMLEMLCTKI
The depositor's hits bear a star; i = inactive; / = no result given.

SMILES	hcDAF-12 act	ADAM10 inh	PG9 Ab binder	DAX1 inh-1	GAA850 FXN act	hgDAF-12 ag	ADAM17 inh	NPR1 activator	SMARCA2 act	ssDAF12 agonist	DAX1 inh-2
Cc1cc(C)nc(NC(=S)N2CCN(c3ccc(C(F)(F)F)cn3)CC2)c1	-1.9	-0.8	/	/	/	-6.4	-0.9	0.7	/	-1.6	/
CCN(CC)S(=O)(=O)c1cccc(NC(=O)/C=C/c2cccc([N+](=O)[O-])c2)c1	0.9	4.9	-1.6	-0.9	-2.8	-3.8	1.2	15.5	0.0	-2.2	-3.3
CC(C)CNC(=O)C1(C)CCCN1C(=O)c1c(Cl)cccc1Cl (stereo not drawn)	-1.8	-14.1	0.2	-0.4	0.3	-3.5	-4.1	1.2	-4.8	-1.9	/
Cc1cccc(C)c1-n1nnnc1C1c2ccccc2OCC(=O)N1Cc1ccc(F)cc1 (stereo not drawn)	2.1	0.7	/	-0.3	/	-1.4	0.8	-9.9	-0.3	-0.4	/
CC(C)(C)C(=O)N1N=C(c2cccc(NS(C)(=O)=O)c2)CC1c1cccs1 (stereo not drawn)	0.8	5.9	-1.9	-0.7	1.9	-1.7	5.2	-1.1	0.6	-1.6	1.5
Cc1ccc(-c2c(C(=O)N/N=C/c3ccsc3)nnn2-c2nonc2N)cc1	-1.4	4.0	1.0	1.4	-0.2	2.3	-4.4	0.3	-1.2	-1.1	-0.4
CCN(CC)c1cc(NCCO)c([N+](=O)[O-])c2nonc12	-1.3	-1.3	-4.2	-0.6	-0.4	-3.6	-1.3	-2.1	0.3	-1.3	-0.5
Cc1cc(C(=O)COC(=O)COc2ccccc2C#N)c(C)n1CC1CCCO1 (stereo not drawn)	0.0	-2.0	0.2	-1.6	-0.9	0.7	-1.6	-4.4	-0.1	-1.4	-0.1
COc1ccc(-c2cc(C(=O)N3CCCc4ccccc43)no2)cc1	0.3	8.7	0.2	-0.1	2.1	5.4	4.8	2.5	0.7	-1.6	0.5
COc1ccc(NC(=O)C2(C)Cc3c(-c4cccc(NC(C)=O)c4)ccnc3O2)cc1 (stereo not drawn)	0.5	11.2	-0.4	-0.2	-4.7	-0.7	1.0	-2.3	-3.5	-1.2	/
CC1CCCCC1=NNC(=O)c1ccccc1 (stereo not drawn)	2.1	-14.4	-2.4	4.1*	4.2	10.2	-2.9	-0.1	1.4	0.3	5.9*
CC(=O)c1ccc(OCCCC(=O)N(CCC2=CCCCC2)c2c(N)n(Cc3ccccc3)c(=O)[nH]c2=O)cc1	-1.1	-5.7	0.5	-3.1	-1.2	-0.9	-1.7	-4.0	0.8	-1.4	0.6
COc1ccc(S(=O)(=O)n2cccc2)cc1	0.8	0.4	-0.8	-0.5	1.1	-1.0	-2.7	4.2	2.0	-1.2	/
COCCCN(C(=O)Cc1csc(-c2cccc(Cl)c2)n1)c1c(N)n(Cc2ccccc2)c(=O)[nH]c1=O	-1.3	-5.1	-1.9	1.2	-3.2	3.1	-4.0	-2.5	1.7	-0.7	1.1
C=CCn1c(SCC(=O)Nc2cc(C)on2)nc2ccccc21	-0.7	-7.9	-1.1	-1.0	-1.2	0.8	-0.5	2.5	-1.4	-1.4	0.5
CC(=O)c1cnc(Nc2cccc(C)c2)s1	1.8	-8.8	1.4	2.5	5.5	6.5	0.0	2.6	1.9	-0.7	3.9
COCCOc1nc2c(c(=O)n(C)c(=O)n2C)n1Cc1cccc(OC)c1	-2.3	5.3	-0.4	-2.6	-0.3	-5.1	-2.8	-1.8	-1.8	-1.9	-1.8
COc1ccc([C@H]2C[C@H](n3cc(COC(=O)c4ccccc4)nn3)[C@@H](O)CN2Cc2cccs2)cc1	-0.1	10.8	-1.9	-1.0	-0.6	1.2	12.1*	-2.8	-4.6	-0.5	0.1
Cc1ccc(N(CC(N)=O)C2SC(=O)N(C)C2=O)cc1 (stereo not drawn)	0.3	-10.8	1.4	0.3	2.0	-0.8	-4.9	0.3	7.5	-1.1	-0.4
O=C(/C=C/c1ccco1)Nc1ccc(S(=O)(=O)N2CCOCC2)cc1	-2.2	-9.2	-2.4	-0.6	0.6	3.4	2.3	-1.2	-0.4	-0.7	-1.2
Cn1cccc1C(C(=O)NC1CCCCC1)N(C(=O)Cc1cccs1)C1CC1 (stereo not drawn)	0.3	-2.6	-3.1	0.6	5.5	1.4	-3.5	-0.1	-0.8	-1.0	0.2
Cc1cc(=O)oc2ccc(OC(=O)CC(C)C)cc12	1.1	-8.9	0.8	0.1	0.0	2.1	-1.8	-2.9	1.0	-0.3	0.6
C/C(CC(=O)Nc1cccc(Cl)c1)=N\NC(=O)Cc1ccc(Cl)cc1	-1.4	6.3	0.1	-0.8	1.8	0.5	1.0	-6.4	1.1	-1.3	-0.3
CCN(CC)S(=O)(=O)c1ccc(N2CCOCC2)c(NC(=O)Cc2cccc3ccccc23)c1	-4.3	6.1	1.6	-0.6	1.1	-4.1	-1.3	-0.1	-2.3	-2.3	-1.0
Cc1ccc(C(=O)c2cc(C)sc2NC(=O)CN2CCN(C(=O)c3ccco3)CC2)cc1	-0.7	1.3	1.2	0.0	0.7	0.0	0.4	3.3	8.8*	-0.8	-0.1

As a working copy, part of the list above.
SMILES	hcDAF-12 act	ADAM10 inh	PG9 Ab binder	DAX1 inh-1	GAA850 FXN act	hgDAF-12 ag	ADAM17 inh	NPR1 activator	SMARCA2 act	ssDAF12 agonist	DAX1 inh-2
Cc1ccc(N(CC(N)=O)C2SC(=O)N(C)C2=O)cc1 (stereo not drawn)	0.3	-10.8	1.4	0.3	2.0	-0.8	-4.9	0.3	7.5	-1.1	-0.4
O=C(/C=C/c1ccco1)Nc1ccc(S(=O)(=O)N2CCOCC2)cc1	-2.2	-9.2	-2.4	-0.6	0.6	3.4	2.3	-1.2	-0.4	-0.7	-1.2
Cn1cccc1C(C(=O)NC1CCCCC1)N(C(=O)Cc1cccs1)C1CC1 (stereo not drawn)	0.3	-2.6	-3.1	0.6	5.5	1.4	-3.5	-0.1	-0.8	-1.0	0.2
Cc1cc(=O)oc2ccc(OC(=O)CC(C)C)cc12	1.1	-8.9	0.8	0.1	0.0	2.1	-1.8	-2.9	1.0	-0.3	0.6
C/C(CC(=O)Nc1cccc(Cl)c1)=N\NC(=O)Cc1ccc(Cl)cc1	-1.4	6.3	0.1	-0.8	1.8	0.5	1.0	-6.4	1.1	-1.3	-0.3
CCN(CC)S(=O)(=O)c1ccc(N2CCOCC2)c(NC(=O)Cc2cccc3ccccc23)c1	-4.3	6.1	1.6	-0.6	1.1	-4.1	-1.3	-0.1	-2.3	-2.3	-1.0
Cc1ccc(C(=O)c2cc(C)sc2NC(=O)CN2CCN(C(=O)c3ccco3)CC2)cc1	-0.7	1.3	1.2	0.0	0.7	0.0	0.4	3.3	8.8*	-0.8	-0.1

(listing goes on)
SMILES	hcDAF-12 act	ADAM10 inh	PG9 Ab binder	DAX1 inh-1	GAA850 FXN act	hgDAF-12 ag	ADAM17 inh	NPR1 activator	SMARCA2 act	ssDAF12 agonist	DAX1 inh-2
COc1ccccc1NC(=S)Nc1cccc(F)c1	-0.4	-4.2	-0.4	0.3	0.2	1.5	-2.6	5.4	1.1	-0.8	1.7
CCOc1ccc(OCC(O)CN2CCN(S(=O)(=O)c3cccc(C(F)(F)F)c3)CC2)cc1 (stereo not drawn)	-1.3	19.0	-0.5	-0.8	0.5	1.8	0.8	-5.8	-0.3	-1.3	-0.5
CCN1CCN(C(=O)NC2CC(=O)N(c3ccc(OC)cc3)C2)CC1 (stereo not drawn)	-1.3	-4.9	0.5	-0.2	-0.4	-3.7	-3.5	-3.1	-4.7	-0.9	3.2
CCOC(=O)C1=C(C)NC(C)=C(C(=O)OCC)C1C(=O)OCC(=O)N(C)C	-0.8	-57.0	-2.1	0.2	1.0	-1.0	-24.4	2.8	-2.5	-1.5	1.8
COc1ccc(C(C)C)cc1-c1cc(C(=O)NCc2cc(C(F)(F)F)cc(C(F)(F)F)c2)[nH]n1	1.6	-9.5	-2.6	-0.1	-1.1	-1.4	-3.1	-2.1	0.0	-1.1	/
COc1ccc(C(=O)N2CCc3ccccc32)cc1	1.1	8.8	0.0	0.4	4.9	5.9	0.7	-0.4	6.3	-0.5	1.1
CCN1CC=C2C(C#N)=C(N)C(C#N)(C#N)C(CCc3ccccc3)C2C1 (stereo not drawn)	2.7	i	-3.5	0.3	0.6	1.1	-198.0	-1.8	1.6	1.0*	0.4
N#Cc1ccccc1COC(=O)c1cc(S(=O)(=O)N2CCOCC2)ccc1F	0.3	-11.4	0.5	0.3	-3.0	-1.2	-4.6	-16.1	6.0	-1.2	1.4
CN(CC(=O)N1CCCCCC1)S(=O)(=O)c1ccccc1	1.9	-5.2	-0.3	0.5	5.0	7.5	-3.8	1.0	4.0	-1.2	2.2
Cc1ccc(C(C)C)cc1OCC(=O)NCCCn1ccnc1	-0.3	1.5	0.4	0.1	-1.9	4.5	-3.0	2.1	7.5	-1.6	0.0
CCOc1cc(S(=O)(=O)NCc2ccncc2)c(C)cc1C	-2.0	-1.7	-0.4	-0.7	0.5	-1.5	-4.1	4.3	2.9	-1.0	1.0
O=C(O)c1ccccc1NN=C1CCCCC1	-0.9	-10.9	-1.8	1.0	9.0*	0.8	-5.4	-3.7	2.6	-0.4	2.8
O=C(c1cccc(Cl)c1)N1CCC(=O)N(C(COCc2ccccc2)Cc2ccccc2)CC1 (stereo not drawn)	-1.2	8.2	-2.7	-0.1	0.5	-0.3	7.3	-7.5	-1.3	-1.5	-1.4
CC(CCc1ccccc1)NC(=O)CSc1nnnn1C (stereo not drawn)	-2.1	1.6	1.6	0.6	1.5	1.6	0.4	3.7	-0.7	-0.8	0.8
COc1cc(OC)cc(-c2oc3cccnc3c2C#CCCO)c1	-2.1	-314.9	-0.1	-1.5	3.5	-0.2	-87.4	-20.2	0.5	-1.2	-2.0
CCOc1ccccc1NC(=O)C1=C(C)NC(=S)NC1c1cccs1 (stereo not drawn)	0.1	-0.2	-0.2	0.3	-1.2	4.7	-1.5	-25.8	4.3	-1.0	0.4
Cc1c(Cl)c(C(=O)N2CCCC2)nn1C	-2.3	-0.2	2.5	-0.3	0.2	0.7	-2.4	2.9	-4.0	-1.6	1.4
Cc1ccc(NC(=S)NCCN(C2CCCCC2)C2CCCC2)cc1	1.4	-8.5	-1.4	0.4	-0.4	5.8	-5.7	-2.8	-3.6	-1.4	-1.6
COc1ccc(-n2c3c(cc(C(=O)NCC(=O)c4ccccc4)c2=O)C(=O)CC(C)(C)C3)cc1	0.7	-7.9	0.1	-0.6	1.8	-2.7	3.1	-4.3	-1.9	-1.4	-0.6
CCCCN(C)C(=O)C1CCN(C/C(C)=C/c2ccccc2)CC1	-0.9	-2.4	-0.3	-0.7	-3.5	-1.9	-2.9	-0.9	-1.1	-1.3	-0.5
